# CXXC DNA block – qHTS Fluorescence Polarization Assay for Inhibitors of MLL CXXC domain - DNA interaction. MLL-CXXC / FITC-HOXA9 DNA fluorescence polarization. Potency, µM (doses to about 115 µM), without a hit: at the highest dose activity change, negative = inhibition, actives largely listed as inhibitors. 290,000 compounds, 0.037% hits; active = well fitted inhibition curve with a large enough effect in the polarisation, with a control signal flat, not every such curve was filed as active; inconclusive = small, poorly fitted or top-dose-only effect, or effect the other way, or a change in a side signal; inactive = no such curve, though single readings can be large or run the other way; the % refers to the polarisation; note: potency is the fitted concentration of half-maximal effect
#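 Steps: dispense CXXC domain solution (7 uM) → pin compounds or unlabeled HOX-A9 DNA control → 5 min ambient → add FLSN-HOX-A9 solution (50 nM) → spin → 30 min ambient → fluorescence polarization. Tris pH 7.5/NaCl/DTT/BSA buffer.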
# BCR signal inh – qHTS Assay to Find Inhibitors of Chronic Active B-Cell Receptor Signaling; ABC-DLBCL IkBa-CBG/CBR reporter, luminescence ratio, 4 h; Potency, µM (top dose mostly 46.1 µM), inactives show top-dose ratio change, negative = lower green/red ratio, most hits filed as inhibitors; 340,000 compounds, 0.05% hits; active = well fitted inhibition curve with a large enough effect in the signal ratio, with a control signal flat, not every such curve was filed as active; inconclusive = small, poorly fitted or top-dose-only effect, or effect the other way, or a change in a side signal; the % refers to the signal ratio;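 note: potency is the fitted concentration of half-maximal effect; plate controls were basal doxycycline-induced cells for no effect and cells given 10 µM MG132 for full effect; MG132 reads +100%, hits lower the ratio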
#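 Compounds up to 46 uM were incubated four hours with TMD8 cells whose green CBG68 luciferase is fused to IkappaBalpha; red CBR luminescence normalised the signal, and concentration-effect curves were fitted to fusion, red and ratio data.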
# TCR activator – Activators of T cell receptors: qHTS campaign; AID 504894, 2011; 330,000 tested, under 10 active; Potency, µM (highest dose often 9.22 µM), for inactives: at the top dose activation of IL-2 secretion, usual class: activators; primary human leukocytes, anti-CD3, IL-2 HTRF, 48 h; note: % of control where 0% means no effect
#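 Human primary leukocytes + a-CD3 beads + cpd, 48 hr; IL-2 in supernatant by HTRF (ex 320nm / em 665nm). No co-stimulatory signal supplied.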
# TSHR antag – Antagonists of the Thyroid Stimulating Hormone Receptor: HTS campaign; TSHR-expressing cells, TSH-stimulated cAMP HTRF, 2 h; hits give low values; activity change, negative = inhibition, % at 11.5 µM; 330,000 compounds, 0.2% hits; AID 504810, 2011;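 active = activity change below a set negative limit, meaning inhibition stronger than a set level, cut at about -70% in these data; inconclusive = activity change between two set negative limits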; note: % is set by controls: 0 for no effect and ±100 for the full control effect
#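 Cell-based HTRF cAMP assay; TSHR cells + compound, TSH EC80 (4nM final), 2 h, 37 deg C. Lysis with anti-cAMP cryptate and cAMP-d2, 30 min RT, read 665/620 nm.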
# AT treatment – qHTS Assay for Identifying a Potential Treatment of Ataxia-Telangiectasia. AID 485349, 2010. Potency, µM (doses to about 57.5 µM), for inactives: top-dose activation, hits mostly activators. […] A-T fibroblasts, KAP-1 phosphorylation AlphaLISA; neocarzinostatin DNA damage 30 min before lysis. 320,000 compounds, 0.19% hits; note: potency is the fitted concentration of half-maximal effect; % of control where 0% means no effect; nearly all actives have a fitted effect of over 45% in size
#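 ATM-like activity read as KAP-1 phosphorylation via AlphaLISA donor/acceptor antibody pairs after lysis and 6 hr at 25C. Cells were ATM-null patient fibroblasts ([…], hTERT), dosed 60 min, then exposed to the DSB inducer NCS for 30 min.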
# GALK inhibitor – qHTS Assay for Inhibitors of Human Galactokinase (GALK). P51570. Purified GALK, Kinase-Glo residual ATP luminescence. Potency, µM (titrated, usually from 57.5 µM), for the others: at the top dose activity change, negative = inhibition, actives largely listed as inhibitors. 270,000 compounds, 0.007% hits. AID 1868, 2009; note: potency is the fitted concentration of half-maximal effect; % is set by controls: 0 for no effect and ±100 for the full control effect
#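 Kinase-Glo Plus luminescence measured ATP left after a 1 h room-temperature reaction. The reaction used 5 nM GALK, 100 uM galactose and 35 uM ATP at pH 8.0 (20 mM HEPES, 5 mM MgCl2, 60 mM NaCl, 1 mM DTT, 0.01% BSA).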
# Tb PFK block – qHTS Assay to Find Inhibitors of T. brucei phosphofructokinase | ATP-dependent 6-phosphofructokinase (Trypanosoma brucei brucei), O15648 | T. brucei PFK, ADP-Glo luminescence | Potency, µM (top dose mostly 57.5 µM), inactives show at the top dose activity, negative = inhibition, actives largely listed as inhibitors | 330,000 compounds, 0.17% hits;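 note: potency is the fitted concentration of half-maximal effect; 0% = uninhibited 1x PFK enzyme wells and -100% = no-enzyme wells; nearly all actives have a fitted effect of over 60% in size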
#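 Activity is normalized to no-enzyme wells (full inhibition) and 1.25 nM enzyme wells (no inhibition). Reaction: 0.5 mM F6P, 0.1 mM ATP, 45 min RT, ADP-Glo luminescence; concentration-response curves fitted and classed by quality.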
# hERG WT inh – qHTS for Inhibitors of KCHN2 3.1: Wildtype qHTS; Voltage-gated inwardly rectifying potassium channel KCNH2 (Homo sapiens), Q12809; U2OS, BacMam KCNH2, thallium flux FluxOr; hits give low values; activity change, % at 1.84 µM; 340,000 compounds, 0.37% hits; AID 720551, 2013;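 active = maximum activity change below -70%; inconclusive = maximum activity change between -70% and -50%; inactive = maximum activity change above -50%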; note: % is set by controls: 0 for no effect and ±100 for the full control effect
#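 U2OS cells transduced with wild-type KCNH2 virus are loaded with FluxOr dye for 45 min, and thallium flux is measured in kinetic reads before and after stimulation buffer. Rate constants are normalized to DMSO controls.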
# FBPA coupling cs – qHTS Assay for Inhibitors of Fructose-1,6-bisphosphate Aldolase from Giardia Lamblia: Coupling assay counterscreen. coupling enzyme system counterscreen, AmpLite Red fluorescence. activity change, negative = inhibition, % at 58.2 µM, hits read low. 290,000 compounds, 0.67% hits. AID 2472, 2010; in the data active = activity change below about -30%; note: % is set by controls: 0 for no effect and ±100 for the full control effect
#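 Counterscreen of the coupled detection system alone, without aldolase: glyceraldehyde-3-phosphate coupling enzymes plus AmpLite Red readout. Compounds at 57.5 uM final, 10 min RT preincubation, 20 min RT reaction, fluorescence 525/598 nm.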
# Giardia killer – Small Molecules that selectively kill Giardia lamblia: qHTS | AID 540267, 2011 | Giardia lamblia trophozoite viability | 340,000 compounds, 0.15% hits | activity change, % at 7.66 µM, hits read low; in the data active = activity change below about -80%; inconclusive = between about -30% and that limit;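 note: parasites exposed to compound for two days anaerobically before the ATP read; % is set by controls: 0 for no effect and ±100 for the full control effect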
#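 Luminescent ATP signal served as the viability read-out, measured 15-30 min after adding ATP detection reagent to trophozoites that had been incubated with compounds for 48 hrs at 37 deg C anaerobically at 100 cells/well.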
# * = called active by the depositor; i = inactive; ? = inconclusive; . = not tested or not shown; & = joins results of further samples; [ ] = another dose, or the depositor's remark. Unless noted, calls come from the whole dose curve; as a rule, active = well fitted curve in the direction sought with a large enough effect; inconclusive = small, poorly fitted or top-dose-only effect, or another doubt; inactive = no such curve, though single readings can be large; an effect the other way counts as inactive or inconclusive.
SMILES,CXXC DNA block,BCR signal inh,TCR activator,TSHR antag,AT treatment,GALK inhibitor,Tb PFK block,hERG WT inh,FBPA coupling cs,Giardia killer
Cc1ccc2c(COC(=O)c3ccccc3Br)cc(=O)oc2c1,0%,6%,-7%,-13,2%,-3%,-1%,-6,2,26
CC(=O)Nc1ccc(N(C)C)cc1[N+](=O)[O-],-2%,1%,-1%,5,-9%,2%,-7%,14,-10,-8
COc1cc(=O)n(C)c2c(OCC(O)C(C)(C)O)cccc12 (stereo not drawn),-1%,6%,-5%,.,-5%,.,-9%,-9,-6,12
COc1ccc(N(Cc2ccccc2)S(=O)(=O)c2cc(C(=O)O)ccc2Cl)cc1,2%,3%,1%,-6,-6%,-3%,0%,-1,16,1
COC(=O)c1ccc2ccn(CC(=O)NC(C)C)c2c1,-1%,?,.,3,1%,-1%,-8%,-3,-2,1
O=C(CN1CCN(S(=O)(=O)c2ccc(Cl)cc2)CC1)Nc1ccc(N2CCOCC2)cc1,3%,-1%,3%[46.1 µM],-4,-2%,-1%,-3%,5,1,-28
COc1cccc(NC(=S)NC(=O)/C=C/c2ccco2)c1,-3%,-15%,2%,-11,7%,0%,-30%,0,1,-4
C=CCNc1nc(-c2cccc(OC)c2O)nc2ccccc12,7%,15%,-2%,1,2%,7%,-24%,7,1,-6
Cc1ccc(S(=O)(=O)N2[C@@H](c3ccc(C#N)cc3)C(C(=O)O)=C[C@H]2C(C)(C)C)cc1,.,2%,-4%,16,8%,.,-2%,-3,.,-22
COc1ccc(CNC(=O)CC2C[C@H](C(=O)N3CCOCC3)[C@@]3(C)c4[nH]c5ccccc5c4CCN3C2=O)cc1OC (stereo partly drawn),.,-2%,12%,-9,25%,.,-1%,3,.,-10
COc1ccc2c(c1)-c1c(sn(-c3ccc(OC)c(OC)c3)c1=S)C(C)(C)N2,8%,-5%,-4%,-11,-9%,.,1%,-4,-3,-13
CCOC(=O)c1c(C)n(C)c2cc(-c3ccc(F)cc3)c(O)cc12,7%,?,-1%[46.1 µM],3,1%,0%,-12%,1,-1,16
CCCCNC(=O)c1ccc2nc(-c3ccco3)c(-c3ccco3)nc2c1,-11%,18%,-6%[46.1 µM],-12,8%,-2%,-15%,-6,-39*,-14
CCOc1ccc(NC(=O)CN(C)C(=O)C2CC(=O)N(Cc3ccco3)C2)cc1OCC (stereo not drawn),.,2%,.,2,8%,.,4%,-8,.,-7
O=C(c1ccc(OC2CCN(C(=O)C3CC3)CC2)cc1)N(CCO)Cc1ccccc1,0%,6%,-5%,-5,-4%,1%,0%,0,5,2
O=C(CCS(=O)(=O)c1cccc2nonc12)N1CCN(c2ccc(F)cc2)CC1,-6%,-5%,-31%,7,-6%,0%,6%,7,6,-4
COc1ccc2[nH]c3c(c2c1)CCN1C(=O)C(CC(=O)NCc2cccc(C(F)(F)F)c2)C[C@H](C(=O)N2CCOCC2)[C@@]31C (stereo partly drawn),.,-2%,-4%[46.1 µM],15,5%,.,-2%,-1,.,1
O=C(CCCN1CCN(c2ccccn2)CC1)c1ccc(F)cc1,2%,5%,2%,-6,-1%,.,3%,66,1&2,10
O=C(COC(=O)c1ccccc1OCC(=O)Nc1ccc(Br)cc1)Nc1ccccc1,13%,-1%,1%[46.1 µM],2,0%,1%,5%,0,1,-3
CC1(c2ccccc2)NC(=O)N(CC(=O)Nc2cccc(/C=C/c3ccccn3)c2)C1=O (stereo not drawn),.,-14%,-2%,-3,-1%,.,-3%,-6,.,17
Cc1ccc(NC(=O)CSc2ccc(-c3cccnc3)nn2)c(C)c1,-1%,6%,0%,-27,-1%,-7%,2%,-12,1,25
Cc1cccc(C)c1NC(=O)COC(=O)c1cc(S(=O)(=O)Nc2ccc(Cl)cc2)ccc1O,.,1%,8%,-5,7%,.,-3%,-13,.,-7
O=C(CN1CCOCC1)Nc1ncc(Cc2cccc(Cl)c2)s1,2%,-1%,-3%[46.1 µM],5,-4%,1%,?,.,3,0
O=C(Cn1ccc([N+](=O)[O-])n1)N1CCCCC1,3%,1%,3%,6,2%,4%,-3%,13,0,?
Cc1nc2ncnn2c(N2CCCC(C(=O)Nc3ccccc3Br)C2)c1C (stereo not drawn),-6%,-4%,0%,-41,1%,0%,4%,0,4,-2
CS(=O)(=O)c1ccc(S(=O)CC(=O)Oc2ccc(Cl)cc2)c([N+](=O)[O-])c1 (stereo not drawn),-6%,18µM*,-12%,0,-13%,-1%,-26%,3,-27,11
Cc1cc(=O)oc(C)c1C(=O)Nc1cccc(F)c1,-5%,6%,12%,0,-1%,0%,2%,1,2,-2
CC(=O)N(c1ccc(N(C(C)=O)S(=O)(=O)c2cccs2)cc1)S(=O)(=O)c1cccs1,19%,?,3%,10,4%,-1%,8%,-5,-1,-10
O=C1CCC(c2ccccc2)N1C(=O)c1cccnc1 (stereo not drawn),-6%,7%,-6%[46.1 µM],-2,1%,0%,3%,4,-1,8
CCN1CCN(C(=S)NC(=O)c2cccc(Br)c2)CC1,.,?,5%,.,-13%,.,0%,3,.,-3
Clc1ccc(-c2nc(Cc3ccccc3Cl)no2)cc1,-8%,?,6%,-1,11%,-1%,-7%,-4,2,9
O=S(=O)(c1ccc2oc3ccc(S(=O)(=O)N4CCCCC4)cc3c2c1)N1CCCCC1,-2%,-1%,-1%,-2,4%,-1%,-1%,-11,-1,-12
CCCn1c2c(c(O)c(C(=O)NCc3ccccc3)c1=O)CCCC2,10%,?,5%,-8,1%,2%,-1%,-13,.,-17
CCN(CC)C(=O)C1CCN(Cc2cn(C)nc2-c2ccc(Oc3ccccc3)cc2)CC1,9%,?,-14%,19,-4%,1%,2%,18,2,-12
Cc1cnc(C(=O)NC2CC(C)(C)Cc3c2cnn3-c2ccccc2)cn1 (stereo not drawn),2%,7%,-12%,-6,13%,-6%,-13%,-2,.,-6
CCC(=O)Nc1ccc(Cl)c(NC(=O)c2ccccc2OC)c1,5%,1%,-2%,-1,3%,2%,2%,i,1,-4
COc1ccccc1NS(=O)(=O)c1cccc(C(=O)N/N=C/c2ccc(NC(C)=O)cc2)c1,-10%,-4%,1%,1,6%,0%,9%,-4,5,6
CCc1nccn1CCC(=O)N1CCCC(Nc2ccc(C(C)C)cc2)C1 (stereo not drawn),-9%,3%,-2%,4,-15%,3%,1%,-11,.,14
O=C(Nc1ccc(F)c(F)c1)C1CCCN(S(=O)(=O)c2cccc3nonc23)C1 (stereo not drawn),11%,?,-4%,-3,-2%,-2%,4%,0,1,-4
Cc1cc(NC(=O)C2CC(c3ccc(Cl)cc3)=NO2)no1 (stereo not drawn),-15%,-1%,-3%,-1,5%,3%,-2%,-3,1,9
COCCn1c(=O)[nH]c2cc(C(=O)NC(C)C)ccc2c1=O,-7%,17%,1%,-7,5%,0%,-2%,2,2,28
Cn1c(=O)c2c(O)c(C=Nc3ccc(F)cc3)c(=O)n(C)c2n(C)c1=O,-14%,?,0%,0,-2%,-1%,-3%,4,1,6
CC(CNc1ccc([N+](=O)[O-])cc1)NC(=O)c1ccccc1Br (stereo not drawn),9%,?,6%,-9,-5%,-1%,-6%,-5,0,-9
COC(=O)C1=C(C)N(c2cccc(C)c2)C(=O)/C1=C\c1cccs1,-8%,3%,-18%,20,-8%,-2%,2%,3,3,7
O=C(Nc1cnn(Cc2ccc(F)cc2)c1)c1cc2nc(-c3ccco3)cc(C(F)(F)F)n2n1,3%,1%,7%,-12,2%,-1%,-9%,-8,1,-5
Cn1cccc1C(=O)OCC(=O)N1c2ccccc2NC(=O)C1(C)C,-1%,1%,7%,9,1%,-2%,4%,16,-2,8
O=C(Nc1nnc(Cc2ccc(Cl)cc2)s1)c1cccnc1,-11%,8%,2%,15,6%,6%,-6%,.,12,27
COc1ccc2nc(SCC(=O)Nc3cc(C)on3)c(C#N)cc2c1,33%,8%,-1%,-15,-2%,1%,2%,3,1,-2
C[C@@]12CCC3[C@@](CCC4[C@@]3(C)CCC[C@@]4(C)C(=O)NC3CCCCC3)(CC1=O)C2 (stereo partly drawn),.,-5%,3%,-5,10%,.,-4%,6,.,-7

# Source: PubChem BioAssay (National Center for Advancing Translational Sciences (NCATS))
